From PubChem
TNAP activation fold: human TNAP enzyme activators, primary screen, biochemical, luminescent, no phosphate acceptor, uHTS (AID 1001). Alkaline phosphatase, tissue-nonspecific isozyme (Homo sapiens). purified TNAP, luminescent activation assay, no phosphate acceptor; higher activation fold means a stronger effect. one-dose activation fold at 20 µM; EC50 in µM for titrated hits. hit rate 0.03% among 200,000; in the data active means activation fold from about 3, or a potency from the dose series; inactive means the rest, 99 in 100 with activation fold below about 1.6; further: many of its hits are not listed in these tables
Myeloid diff 2: induction of myeloid progenitor differentiation, primary screen, cell-based, flow cytometry, MLPCN library. calls only at 10 µM. ER-HoxA9 myeloid progenitors, lysozyme-GFP differentiation. hit rate 1% among 360,000;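 active means normalized GFP-positive differentiation at or above the plate's own cutoff, the solvent-only control mean plus 3 SD; inconclusive means no clear call, values can overlap the other calls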;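 further: cells exposed to compound for four days before flow analysis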
WT yeast gro inh: growth inhibition of WT strain, primary screen, mitochondrial fusion inhibitor project, WT and mutant strains, chemical genetic; mitochondrial fusion phenotypic screen; inhibition, % at 10 µM; hit rate 2.1% among 190,000; AID 1362, 2008; in the data active means inhibition above about 58%; tested in S. cerevisiae
CSM14.1 death rescue: rescue of cells from ER stress-induced death, primary screen, 384-well, CSM14.1, thapsigargin, ATP luminescence (AID 1222); CSM14.1 thapsigargin-induced death rescue, ATP luminescence; higher % means a stronger effect; cellular ATP content (survival), % at 20 µM, or EC50 in µM where a hit was titrated; 190,000 tested, under 10 active;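 active means EC50 below 50 µM in the dose-response confirmation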;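 further: death triggered by thapsigargin at about 15 µM added after 2 h compound pretreatment; cell ATP read after overnight thapsigargin exposure of roughly 18 to 22 hours; normalized against plate controls of thapsigargin alone and 5% DMSO vehicle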
human PMI inhibitors: human PMI inhibitors, high substrate, primary screen, biochemical, fluorescence intensity, high mannose 6-phosphate (AID 1220). Mannose-6-phosphate isomerase (Homo sapiens). recombinant PMI enzyme, coupled fluorescence intensity; higher % means a stronger effect. inhibition, % at 20 µM, or IC50 in µM where a hit was titrated. hit rate 0.66% among 190,000
human PMI inhibition: inhibitors of human PMI, primary screen, biochemical, fluorescence intensity, coupled assay (AID 1209); Mannose-6-phosphate isomerase (Homo sapiens); purified PMI enzyme, coupled fluorescence intensity; higher % means a stronger effect; hit rate 0.42% among 190,000; one-dose inhibition, % at 20 µM; IC50 in µM for titrated hits;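 further: plate controls were DMSO vehicle for no effect and wells lacking substrate for full effect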
UTI89 phage lysis: inhibition of K1F phage lysis, E. coli UTI89, bacterial capsule biogenesis inhibitors, alamar blue (AID 488966) | E. coli UTI89 K1F phage lysis, alamar blue, 2 h; higher % means a stronger effect | hit rate 0.02% among 340,000 | inhibition, % at 100 µM; hits with a dose series show IC50 in µM;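 active means phage lysis inhibition, versus mean bacterial control, above a set limit; inconclusive means no clear call, values can overlap the other calls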;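 further: capsule biogenesis inhibitors block K1F phage lysis so surviving cells raise fluorescence; higher fluorescence means more inhibition of phage lysis; actives were called in the ten point dose series up to 300 µM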
Lipid droplet: inhibitors of hepatocyte lipid droplet formation, primary screen, imaging, high-throughput imaging, BODIPY stain. AML12 mouse hepatocytes, oleate lipid droplets. inhibition, % at 6.5 µM. hit rate 0.4% among 240,000;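 active means lipid droplet intensity inhibited by at least 50%, with more than 500 cells counted; inconclusive means wells with under 300 cells, treated as cytotoxic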
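Technique: fluorescence imaging, 20x objective, two fields per well / Assay system: AML12 hepatocytes (mouse) / Measure: % inhibition of lipid droplet signal / Doses: 6.5 µM single-point dosing / Incubation: overnight exposure / Reagent: 100 µM oleic acid challenge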
M1AAP inhibition: P. falciparum M1AAP inhibitors, biochemical, fluorogenic H-Leu-NHMec substrate, 1536-well (AID 1445) | inhibition, % at 30 µM, or IC50 in µM where a hit was titrated | Aminopeptidase N (Plasmodium falciparum (isolate 3D7)) | recombinant M1AAP, H-Leu-NHMec fluorogenic kinetic assay; higher % means a stronger effect | hit rate 0.42% among 220,000;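 active means primary inhibition above the hit cutoff, then over 50% inhibition at one or more dose response concentrations, cut at about 23% in these data, passing the limit was not always enough; inconclusive means conflicting primary data, or primary hits not chosen for dose response; inactive means low primary inhibition, or under 50% at every dose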;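 further: plate controls were DMSO full reaction for no effect and no enzyme background for full effect; strong numbers were not always called active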
WT yeast gro inh mutant strain: second read-out of WT yeast gro inh, no call of its own (marks repeat the call); inhibition, %; mitochondrial fusion phenotypic screen, mutant strain inhibition
Lipid droplet cells 6.5 µM: recorded beside Lipid droplet, whose call it bears; cell count; measured here: cell count, cytotoxicity flag;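 cells counted across two imaged fields per well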
Myeloid diff 2 GFP+ MAC1+ %: second read-out of Myeloid diff 2, no call of its own (marks repeat the call); GFP+ MAC1+ double positive, %; measured here: differentiation confirmed by MAC1 staining
Numbers without * were called inactive; i = inactive; ? = inconclusive; . = no result given; + = active, no number; [ ] = dose if it differs, or a comment. Unless noted, no stated cut-off is given here; in the data, active means inhibition above about 50%; inactive means the rest. Compounds were not picked by outcome; overall some 4.6% were active at least once.

SMILES	TNAP activation fold	Myeloid diff 2	Myeloid diff 2 GFP+ MAC1+ %	WT yeast gro inh	WT yeast gro inh mutant strain	CSM14.1 death rescue	human PMI inhibitors	human PMI inhibition	UTI89 phage lysis	Lipid droplet	Lipid droplet cells 6.5 µM	M1AAP inhibition
O=C(O)c1cccc(NS(=O)(=O)c2ccc3nnn(O)c3c2)c1	1.1	i	1.2	4.9	7.0	.	11.9%	17.4%	0.2%[50 µM]	-6.4	701	6.5%
O=C(CSc1nc2cc(S(=O)(=O)N3CCOCC3)ccc2o1)Nc1c(F)cccc1F	1.2	i	0.6	0.7	11.5	-0.6%	-31.2%	31.9%	0.2%	3.8	679	-3.4%
Cc1ccccc1NC(=O)c1ccccc1O	1.1	i	2.0	-5.0	6.6	-2.0%	7.6%	16.4%	3.1%	6.7	752	12.9%
CCCCc1ccc(NC(=O)N[C@H](C(=O)O)C(C)C)cc1	1.1	i	0.5	-6.4	0.3	3.4%	1.5%	-3.3%	0.4%	3.0	701	-1.7%
CSc1nnc2n(Cc3ccccc3)c(=O)c3c4c(sc3n12)COC(C(C)C)C4 (stereo unspecified)	1	.	.	9.5	1.3	1.1%	8.6%	10.9%	.	-7.2	769	0.8%
COc1ccc(N2CCN(C(=O)/C(C#N)=C/c3ccccc3)CC2)cc1	1.1	i	0.2	1.3	3.8	-1.6%	29.3%	10.0%	0.1%	-15.5	676	7.0%
COc1ccc(C(=O)N2CCCC(C(=O)N3CCCCCC3)C2)cc1 (stereo unspecified)	1	i	0.6	-1.9	-6.9	-1.3%	-8.2%	-1.7%	0.6%	-1.5	771	13.8%
CN(C)C(=O)COc1ccc(Oc2ccccc2)cc1	1	i	0.6	-5.7	2.4	-1.0%	3.0%	-2.8%	-0.1%	-21.1	680	-2.4%
Cc1ccc(S(=O)(=O)NC(=O)COc2ccccc2C(N)=O)cc1	1.1	i	5.7	-20.5	-10.1	-2.9%	-1.2%	7.4%	-1.4%	-1.0	741	9.2%
COCCCC1CCN(C(=O)CCc2nnc(CCCCc3ccccc3)o2)CC1	1	i	0.4	1.1	-4.4	6.2%	10.9%	10.4%	0.6%	-20.8	714	-3.2%
COC(=O)CC/C(O)=C1\C(=O)CC(C)(C)CC1=NCc1nc2ccccc2[nH]1	1.3	i	0.4	-8.0	-0.7	-0.6%	-5.5%	-1.8%	0.2%	8.7	737	-2.8%
Cc1cccc(C)c1N(CC(=O)Nc1cccc(N(C)S(C)(=O)=O)c1)S(C)(=O)=O	1.1	i	1.1	13.7	-9.5	0.2%	12.3%	8.9%	0.0%	.	.	0.0%
O=C(O)c1ccc(-n2c(-c3ccccc3)n[nH]c2=S)cc1	1.1	i	5.1	4.7	22.6	0.2%	9.9%	15.8%	7.5%	-5.6	741	1.3%
CCc1ccccc1NC(=S)N(Cc1ccco1)C(C)c1cccs1 (stereo unspecified)	1.1	i	0.0	76.2*	27.6*	-0.1%	-9.5%	-6.4%	-0.2%	-30.1	726	2.8%
CCS(=O)(=O)NCCc1csc(-c2ccc(OC)c(OC)c2)n1	.	i	0.5	.	.	.	.	.	-0.2%	-0.6	730	5.1%
CCCC(c1nnnn1C1CCCC1)N1CCN(c2ccccc2F)CC1 (stereo unspecified)	1	i	1.0	-21.7	0.7	2.9%	-15.5%	-18.5%	0.0%	.	.	3.6%
O=C(COC(=O)C1CSC2(c3ccc(F)cc3)CCC(=O)N12)NC(=O)NC1CCCC1 (stereo unspecified)	1	i	0.7	-8.5	-6.7	-1.6%	-10.1%	-9.2%	-2.5%	0.7	696	4.6%
OCC[n+]1ccc(/C=C/c2c[nH]c3ccccc23)cc1	1	?	.	-7.1	14.0	-0.3%	44.7%	2.7%	2.6%	-31.4	434	9.6%
O=P(COCCCCCOCP(=O)(c1ccccc1)c1ccccc1)(c1ccccc1)c1ccccc1	1	i	1.1	-18.4	-8.7	2.9%	5.5%	3.4%	-0.3%	-55.4	672	-3.0%
Cc1cc(/C=N/NC(=O)C(=O)N2CCCC2)c(C)n1-c1cccc(Br)c1	1.1	i	0.6	-13.1	14.3	-0.3%	12.7%	17.7%	1.6%	.	.	-0.8%
COc1ccc(C2=Nn3c(nnc3-c3ccccn3)SC2)cc1	1.1	i	5.5	0.6	-6.8	-1.4%	-5.4%	-5.5%	0.0%	.	.	6.6%
COc1cc(S(=O)(=O)N2CCN(c3ccccc3)CC2)ccc1Cl	1.1	i	1.1	-1.2	-11.4	-1.1%	16.2%	16.3%	0.3%[50 µM]	.	.	1.2%
Cc1cc(C)cc(OCC(=O)Nc2ccc(S(=O)(=O)Nc3ccccn3)cc2)c1	1	i	0.1	-6.4	-7.4	-0.5%	9.4%	8.4%	-1.0%	3.4	725	-4.2%
CCCOc1ccc2ccccc2c1/C=N/n1cnnc1	1.1	i	1.1	2.4	3.2	.	5.7%	9.5%	-0.2%	-7.7	618	2.6%
Cc1cc(NC(=O)Cn2c(=O)n(Cc3ccccc3)c(=O)c3ccccc32)no1	1	i	2.5	-0.1	-20.5	-0.9%	5.7%	4.7%	-0.6%	.	.	23.7%*
COCc1cc(=O)n2[nH]c(-c3ccsc3-n3c(C)ccc3C)cc2n1	.	i	0.8	-1.5	-16.8	-0.7%	22.5%	23.4%	3.3%	5.1	780	13.8%
COc1ccc(-c2noc(=O)n2CC(=O)N2CCC(Cc3ccccc3)CC2)cc1	1.1	i	1.0	-1.2	-7.0	2.3%	8.9%	8.1%	0.5%	-1.5	766	0.7%
O=C(CCCCCN1C(=O)CCC1=O)Nc1ccc2c(c1)OCCO2	1.1	i	0.2	-2.3	5.1	.	1.1%	-1.1%	0.3%	20.3	758	-3.1%
COc1ccc(-c2nnc3sc(-c4cccs4)nn23)cc1OC	1.1	i	0.9	7.7	7.7	0.5%	0.6%	0.9%	4.5%	.	.	6.0%
S=C(NCc1cccnc1)Nc1ccc(Oc2ccc(Cl)cc2)cc1	.	i	0.1	.	.	.	.	.	6.9%	-3.1	714	2.9%
O=C(CSc1ncc(-c2ccccc2)[nH]1)Nc1ccccc1F	1.2	i	0.3	-1.1	-21.3	-0.3%	-45.5%	-4.8%	0.3%	-2.9	717	1.6%
O=C(O)/C(=C/c1ccco1)c1ccccc1	1.1	.	.	-0.3	-3.3	-1.6%	2.1%	-8.0%	.	-1.2	663	1.8%
CCCN(CCC)CCCNC(=S)Nc1ccc2nc(N3CCCC3)cc(C)c2c1	1	i	0.2	-5.5	8.2	6.8%	13.4%	9.6%	0.5%	2.8	669	7.7%
Cc1cc(C)c(S(=O)(=O)Nc2ccccc2C(=O)OCC(=O)NCc2ccccc2)c(C)c1	1.1	i	0.2	-19.7	13.0	-0.2%	6.8%	6.7%	0.0%	-40.7	599	3.1%
O=C(Nc1cccc(NC(=O)N2CCN(c3ccccc3)CC2)c1)N1CCN(c2ccccc2)CC1	1.3	i	0.9	1.8	0.8	0.1%	5.2%	13.7%	0.7%	.	.	4.4%
O=[N+]([O-])c1ccc(/C=C/C2=NN(c3ccccc3)C(c3ccco3)C2)cc1 (stereo unspecified)	0.7	+	11.5*	27.5	2.5	-2.1%	36.7%	-3.0%	-0.8%	24.9	667	7.5%
COc1ccc(NC(=O)c2ccccc2S(=O)c2ccccc2C#N)cc1 (stereo unspecified)	1.1	i	0.3	3.6	-8.6	-0.3%	-2.7%	-7.1%	-0.8%	24.8	712	-2.9%
CC(C)N1C(=O)CCC1C(=O)NCc1ccccc1Cl (stereo unspecified)	1.1	i	1.0	6.3	-3.1	-4.2%	0.8%	-4.3%	0.3%	8.8	782	0.4%
C/C(N)=C(/C#N)C(=O)COC(=O)c1cc2c(s1)CCCC2	1.1	i	0.5	10.0	0.5	0.2%	-2.2%	0.5%	-0.2%	5.3	684	3.8%
Cc1ccc2c(CC(=O)N3CCN(c4ccccc4)CC3)coc2c1	1	i	0.9	26.8	0.8	.	4.1%	1.5%	2.0%	9.0	685	-2.5%
CCOC(=O)C1=C(C)NC(=S)NC1/C=C/c1ccccc1 (stereo unspecified)	0.9	i	0.2	8.0	-6.3	-1.8%	3.0%	14.4%	6.4%	-9.8	499	11.8%
CCOC(=O)N1CCC(C(=O)Nc2ccc(OCC)cc2)CC1	1	i	3.5	9.2	5.2	.	0.2%	1.0%	5.1%	0.4	693	0.1%
O=Cc1ccc2noc(-c3ccc(Cl)cc3)c2c1	1	i	6.2	0.3	14.8	-2.2%	-83.1%	-47.6%	0.1%	4.2	774	11.9%
O=C(c1cn(-c2ccccc2)nc1-c1cccs1)N1CCN(c2ccccn2)CC1	1.1	i	0.7	45.4	24.6	-3.8%	26.0%	27.6%	0.1%	7.7	720	1.5%
CCCNC(=O)COC(=O)c1ccccc1C(=O)c1ccc(Cl)c([N+](=O)[O-])c1	1.1	?	.	-11.5	20.8	.	0.2%	-15.3%	0.4%	-20.0	706	1.9%
O=C1c2ccccc2COc2ccc(O)cc21	1.1	i	0.0	12.8	10.4	0.1%	36.4%	6.8%	-0.8%	.	.	8.4%
Cc1cc2c(c(N3CCOCC3)n1)C(=O)OC2	1.2	i	0.4	0.7	-11.9	-0.6%	-51.3%	-15.3%	0.4%	-2.0	827	-6.8%
O=C(NC(=O)N1CCCC1)c1csnn1	.	i	0.5	.	.	.	.	.	0.0%	-14.2	633	1.6%
Cc1ccc(Cn2nnc3c(=O)n(CC(=O)NCc4ccccc4)cnc32)cc1	1	i	0.1	-19.4	-29.8	-1.1%	8.5%	9.2%	0.0%	-8.2	664	13.1%
CCN(C(=O)COC(=O)c1c(C)c(-c2ccccc2)nc2ccccc12)C1CCS(=O)(=O)C1 (stereo unspecified)	.	i	0.1	.	.	.	.	.	0.1%	-5.4	729	3.0%
